Bioassay records deposited in PubChem BioAssay by several laboratories.
SDO1 yeast rescue: growth rescue of sdo1-depleted yeast, primary screen, S. cerevisiae, bone marrow failure model; z-score at 10 µM; AID 817, 2007; 140,000 tested, 0.21% active; S. cerevisiae sdo1-depleted JHY4D growth rescue, OD600 30 h; active compounds read high; pdr5 snq2 efflux-pump mutant strain;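 active = z-score above 3 at both the 24 hr and the 30 hr optical density reads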;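 also: z-score against mean and SD of all compound wells on the same plate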
INS promoter inh: inhibitors of insulin promoter-driven GFP, primary screen, imaging, TRM-6 cells (human fetal islet line), eGFP reporter, cell count; reporter expression induced with tamoxifen; inhibition, % at 2 µM; 130,000 tested, 0.9% active; AID 1273, 2008;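 active = inhibition above the mean plus 3 SD, with well images judged a real hit on visual review, cut at about 60% in these data, passing the limit was not always enough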
SDO1 yeast rescue Rescue 24 h: recorded beside SDO1 yeast rescue, whose call it bears; z-score; S. cerevisiae sdo1-depleted JHY4D growth rescue, OD600; measured here: growth rescue at 24 h;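 0 is the plate mean of compound wells and units are plate SD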
The depositor's hits bear a star; i = inactive; x = not tested or not shown.

nr	SDO1 yeast rescue	SDO1 yeast rescue Rescue 24 h	INS promoter inh	Molecule
1	x	x	-61	O=CNn1cnc2c(oc3nc(-c4ccccc4)cc(-c4ccco4)c32)c1=O
2	0.42	-0.71	-71	CC(=O)c1ccc(C(=O)Nc2ccc(N3CCOCC3)cc2)cc1
3	1	1	-52	CCN(CC)S(=O)(=O)c1ccc(C)c(NC(=O)Cn2c(=O)cnc3ccccc32)c1
4	1.6	2.1	-7	CCN1CCN(C(=O)Nc2ccccc2OC)CC1
5	-0.87	-0.95	38	O=C(CCc1ccccc1)NC(=S)Nc1ccc(S(=O)(=O)N2CCOCC2)cc1
6	0.46	0.39	21	C=CCOc1ccc(CNc2nn[nH]n2)cc1OC
7	-2.2	-1.4	-24	CCOC(=O)C1=NN(c2ccc(Cl)cc2)C(c2ccccc2)CC1=O (stereo not given)
8	-0.66	-1.4	x	CCCN(CCC)C(=O)C1CCN(c2cc(C)nc3c(-c4ccc(OC)c(OC)c4)c(C)nn23)CC1
9	x	x	17	O=C(N/N=C/c1ccc(-c2cccc([N+](=O)[O-])c2)o1)c1ccccc1O
10	0.11	-1	9	NS(=O)(=O)c1cc2c(cc1Cl)NC(C1C[C@H]3C=C[C@@H]1C3)NS2(=O)=O (stereo not given in full)
11	-0.2	-0.23	i	COc1nc(C)nc2c1ccc1ccccc12
12	-0.81	-0.15	31	CCc1cc2c(C)ccc(C)c2nc1SCC(=O)Nc1c(C)[nH]c(=O)[nH]c1=O
13	-0.1	-1.1	39	O=C(O)C1CC(=O)N(c2ccc(OCc3ccc(Cl)cc3Cl)cc2)C1 (stereo not given)
14	-0.49	-0.9	-73	CCOC(=O)c1c(NC(=O)CC)sc(C(C)=O)c1C
15	-0.31	0.79	x	CN(C)c1ccc(/C=N/NC(=O)c2ccc(CN3C(=O)c4cccc5cccc3c45)cc2)cc1
16	0.13	0.35	-79	COc1ccc(Cl)c(Cn2c(NCc3ccccn3)nc3c2c(=O)n(C)c(=O)n3C)c1
17	-0.68	-0.84	-307	COCCn1c(SCC(=O)NCc2ccco2)nnc1C(C)C
18	x	x	21	NC(=O)CSc1ncc(-c2ccc([N+](=O)[O-])cc2)[nH]1
19	0.2	0.07	11	Cc1ccc(NC(=O)CN2CCC(NC(=O)C3CCCCC3)CC2)c(Br)c1
20	0.14	-0.39	24	CCN(CC)C(=O)COc1ccc(S(=O)(=O)N2CCOCC2)cc1
21	x	x	46	O=C(COC(=O)c1cccc(S(=O)(=O)N2CCCC2)c1)Nc1ccccc1
22	1.5	-0.04	1	N/C(=N\OC(=O)c1cc(Cl)ccc1Cl)c1cccnc1
23	x	x	-21	COCCNC(=O)CSc1nc2cc3c(cc2c(=O)n1CCCC(=O)NCCc1ccc(OC)c(OC)c1)OCO3
24	-0.6	-0.67	18	Cn1c(=O)c([N+](=O)[O-])c(NCc2ccccc2)c2ccccc21
25	-0.31	-1.1	30	CC(C)C(c1nnnn1CCc1ccccc1)N1CCOCC1 (stereo not given)
26	1.1	1.4	-27	CN(C)S(=O)(=O)N1CCN(CC(O)COc2ccc(C(=O)c3ccccc3)cc2)CC1 (stereo not given)
27	-0.78	-0.76	19	Cc1ccc(-c2cccc(C(=O)NCCc3ccccc3)n2)c2ccccc12
28	-1.1	-0.89	-32	O=C(NC1CCCC1)C(c1ccc(F)cc1)N(Cc1ccc(Cl)cc1)C(=O)CCl (stereo not given)
29	1.2	1.1	x	CCCN(CCC)C(=O)NC1CC(=O)N(c2ccc(OC)cc2)C1 (stereo not given)
30	0.47	0.05	7	O=C(Cc1ccc(-n2c(=O)c3ccccc3n(Cc3ccc(F)cc3)c2=O)cc1)NCC1CCCO1 (stereo not given)
31	1.4	1.3	x	CCCCNC(=O)Cc1ccc(C)cc1
32	-1.1	-0.73	-8	CC(Cc1cccs1)NC(=S)Nc1ccc(Cl)cc1 (stereo not given)
33	-1.9	-1.8	0	COc1ccc(-c2cc(C(F)(F)F)nc(-n3ccnc3C)n2)cc1
34	-0.05	-0.64	-41	CCC(=O)/C=C1\Sc2ccc(OC)cc2N1CCO
35	0.8	2.3	-65	CS(=O)(=O)N(Cc1ccc(Cl)cc1)c1ccc(C(=O)NCCC2=CCCCC2)cc1
36	-0.56	-0.26	15	CCN(CC1COc2ccccc2O1)C(=S)Nc1ccc(F)cc1 (stereo not given)
37	-0.33	-0.6	84*	CCCn1nnc(NC(=O)c2cc(Br)ccc2OC)n1
38	-1.1	-1.4	-21	S=c1[nH]ncc2ccccc12
39	-1.6	-0.73	8	CC(C)(C)c1ccc(C(=O)Nc2nonc2-c2nc3ccccc3[nH]2)cc1
40	0.19	0.63	14	O=C(NCCc1ccccc1)c1cc2ncc(Br)cn2n1
41	x	x	5	CCN1C(=O)CC(N2CCC(C(=O)N3CCCCCC3)CC2)C1=O (stereo not given)
42	-0.1	0.49	x	Cc1cc(C)c(NC(=O)c2ccc(S(=O)(=O)N3CCOCC3)cc2)c(C)c1
43	x	x	0	Cc1cccc(OCC(=O)NCc2cc(C)nc3ccccc23)c1
44	0.63	1.9	64	C=CCSC1=N/C(=C\c2ccc3c(c2)OCO3)C(=O)S1
45	0.86	1.7	x	COC(=O)C1CCN(C(=O)c2ccccc2Oc2ccccc2)CC1
46	0.15	0.66	50	COc1ccc(NC(=S)NN(C)C(=S)Nc2ccc(OC)cc2)cc1
47	x	x	7	CNC(=O)NC(=O)COC(=O)CCc1nc(=O)c2ccccc2n1C
48	0.43	1.9	x	CSc1ccc(CCNC(=O)C2CCN(c3nnc(-n4cccc4)s3)CC2)cc1
49	0.83	0.38	-50	COCCCNC(=O)CC(NCCCOC)C(=O)O (stereo not given)
50	-0.11	0.56	-81	CC(C)c1cccc(C(C)C)c1NC(=O)COc1nncc2ccccc12
51	-1.4	-1.7	-11	Cc1nc(OCc2ccccc2)c2sc3nc4c(cc3c2n1)COC(C)(C)C4
52	-0.9	0.96	-4	Cc1cccc(C)c1NC(=O)CN1C(=O)S/C(=C\c2cccn2C)C1=O
53	0.24	-1.2	x	Cc1ccc(NC(=O)CN(C)c2ccc(S(=O)(=O)N3CCN(C)CC3)cn2)cc1
54	-1.2	-0.78	x	c1ccc2nc(N3CCCC3)c(N3CCCC3)nc2c1
55	-0.2	-0.66	16	CCOC(=O)c1c(C)[nH]c(C(=O)COC(=O)CSCC(=O)N(CC)CC)c1C
56	0.58	0.03	12	CCN(CC)CCOc1nnc(-c2ccc(C)cc2)c2ccccc12
57	1	1.4	-107	Nc1cc(C(=O)O)ccc1N1CCCCC1
58	0.39	0.2	x	Cc1cc(NC(=O)C2CCCN(S(=O)(=O)c3cnc[nH]3)C2)ccc1Br (stereo not given)
59	-0.9	-0.17	53	CCOC(=O)COc1ccccc1/C=C\[N+](=O)[O-]
60	0.74	0.45	x	CCCNC(=O)Cn1c2ccccc2c2nc(=O)cc(C)n21

INS promoter inh, what is marked active above
nr	SDO1 yeast rescue	SDO1 yeast rescue Rescue 24 h	INS promoter inh	Molecule
37	-0.33	-0.6	84*	CCCn1nnc(NC(=O)c2cc(Br)ccc2OC)n1

Entries above containing an aryl methoxy group (11):
nr	SDO1 yeast rescue	SDO1 yeast rescue Rescue 24 h	INS promoter inh	Molecule
4	1.6	2.1	-7	CCN1CCN(C(=O)Nc2ccccc2OC)CC1
6	0.46	0.39	21	C=CCOc1ccc(CNc2nn[nH]n2)cc1OC
8	-0.66	-1.4	x	CCCN(CCC)C(=O)C1CCN(c2cc(C)nc3c(-c4ccc(OC)c(OC)c4)c(C)nn23)CC1
11	-0.2	-0.23	i	COc1nc(C)nc2c1ccc1ccccc12
16	0.13	0.35	-79	COc1ccc(Cl)c(Cn2c(NCc3ccccn3)nc3c2c(=O)n(C)c(=O)n3C)c1
23	x	x	-21	COCCNC(=O)CSc1nc2cc3c(cc2c(=O)n1CCCC(=O)NCCc1ccc(OC)c(OC)c1)OCO3
29	1.2	1.1	x	CCCN(CCC)C(=O)NC1CC(=O)N(c2ccc(OC)cc2)C1 (stereo not given)
33	-1.9	-1.8	0	COc1ccc(-c2cc(C(F)(F)F)nc(-n3ccnc3C)n2)cc1
34	-0.05	-0.64	-41	CCC(=O)/C=C1\Sc2ccc(OC)cc2N1CCO
37	-0.33	-0.6	84*	CCCn1nnc(NC(=O)c2cc(Br)ccc2OC)n1
46	0.15	0.66	50	COc1ccc(NC(=S)NN(C)C(=S)Nc2ccc(OC)cc2)cc1

Additional entries.
nr	SDO1 yeast rescue	SDO1 yeast rescue Rescue 24 h	INS promoter inh	Molecule
61	x	x	0	O=C(N/N=C/c1cccnc1)c1ccc(CN2c3cccc4cccc(c34)S2(=O)=O)cc1
62	0.98	0.6	17	COc1ccc(CCN2C(=O)CC(NCCc3ccc(S(N)(=O)=O)cc3)C2=O)cc1OC (stereo not given)
63	x	x	13	O=C(Cn1c(=O)n(-c2ccccc2)c(=O)c2sccc21)NCc1ccccc1
64	0.25	0.01	x	COn1c(-n2nc(C)cc2C)nc2ccccc2c1=O
65	1.6	0.85	26	CCOC(=O)c1cc(C)n(-n2cnnc2)c1C
66	0.68	0.95	x	C=CCN1CC(c2nc3ccccc3n2CCOc2ccccc2)CC1=O (stereo not given)
67	0.88	1.8	-7	COc1ccc(C(=O)Nc2cc(C)ccc2NC(=O)COc2ccccc2)cc1
68	0.4	0.86	x	COCCNC(=O)CSc1nc2nc(C)cc(C)n2n1
69	0.08	0.63	-21	O=c1c2ccccc2c(=O)n(Cc2ccccc2)n1Cc1ccccc1
70	0.86	-0.53	-21	COCCCNC(=O)CCc1nc2cccnc2n1Cc1ccccc1
71	-0.38	-0.25	-5	CCCCC(=O)NC(c1ccc([N+](=O)[O-])cc1)c1c(O)ccc2ccccc12 (stereo not given)
72	-1.1	-0.18	x	COc1ccc(/C=C/C(=O)c2sc(-c3ccccc3)nc2C)cc1
73	0.11	0.65	-30	CCOC(=O)C1CCN(S(=O)(=O)c2ccc(Cl)cc2OC)CC1
74	0.94	1.2	-70	CC(=O)NC(Cc1cc(C)ccc1C)C(=O)N1CCN(C(=O)Nc2ccc(C(C)=O)cc2)CC1 (stereo not given)
75	0.56	0.78	54	O=C1C2C3C=CC(C4CC34)C2C(=O)N1/N=C/c1ccc(-c2ccc(Cl)cc2[N+](=O)[O-])o1 (stereo not given)
76	0.64	0.97	-14	CC1(C)CC(=O)c2c(-c3cccnc3)n[nH]c2C1
77	x	x	-100	CC1(C)Cc2cccc(Oc3ccc(S(=O)(=O)N4CCCCC4)cn3)c2O1
78	x	x	-133	CC[C@H](C)C(=O)O[C@H]1CCC=C2C=C[C@H](C)[C@H](CC[C@@H]3C[C@@H](O)CC(=O)O3)[C@H]21
79	x	x	-186	CCCCN1C(=O)C2Cc3c([nH]c4ccccc34)CN2C1=S (stereo not given)
80	1.3	1.8	-38	O=C(NNC(=O)c1cc([N+](=O)[O-])ccc1Cl)c1cccs1
81	-1.7	-0.72	15	CCCCCOc1ccc(Cl)cc1CN1CCOCC1
82	x	x	3	O=S(=O)(NN=C1CCCCC1)c1ccccc1
83	0.6	0.67	-10	O=C1CC(SCCO)C(=O)N1c1ccccc1 (stereo not given)
84	-0.13	0.44	0	CC(=O)Nc1ccc(Cc2ccncc2)cc1
85	-0.33	0.18	4	O=C(CNS(=O)(=O)/C=C/c1ccccc1)OCC(=O)N1CCC(Cc2ccccc2)CC1
86	-1.8	-0.56	-54	CCOC(=O)c1sc(NC(=S)NC(=O)CC(C)C)cc1C
87	0.14	-0.03	5	COC(=O)[C@@]1(Cc2ccc(F)cc2)[C@H]2c3cc(C(=O)N4CCCC4)n(CCc4ccc(O)c(O)c4)c3C[C@H]2CN1C(=O)c1ccccc1
88	-1.5	-1.7	x	COc1ccc(OC)c(C(=O)COC(=O)c2c(OC)cccc2OC)c1
89	x	x	-68	Cc1ccc(-c2cc(C(F)(F)F)n3nc(C(=O)N4CCCC4)cc3n2)cc1
90	-0.33	0.36	-3	COc1ccccc1/C=C/C1=NC(=C\N(C)C)/C(=O)O1
91	0.48	-0.72	x	CCOC(=O)CNC(=O)CSc1ncnc2c1cnn2-c1ccc(OC)cc1
92	-0.84	0.32	7	CC(C(=O)Nc1cccc(Br)c1)c1ccc([N+](=O)[O-])cc1 (stereo not given)
93	x	x	6	Cc1cccc(C(=O)n2cnnc2N)c1
94	0.13	-0.42	52	COc1ccccc1N1CCN(C(=O)c2cccc(N3C(=O)NC4CC3(C)Oc3ccccc34)c2)CC1 (stereo not given)
95	-0.03	0.69	-58	COc1cc(C(=O)Nc2nc3ccccc3[nH]2)cc(OC)c1OC
96	-0.1	-0.09	76*	CC12CCC(C(=O)N(CSC(=S)N/N=C\c3ccccc3)C1=O)C2(C)C (stereo not given)
97	0.36	0.46	-45	COc1ccc(NC(=O)c2cccc(C#N)c2)cc1NS(=O)(=O)c1ccc(F)cc1
98	0.02	-0.09	7	CC(C)n1nnnc1SCC(=O)NCc1cccs1
99	-0.06	0	28	O=C1CC(SCc2nc3ccccc3[nH]2)C(=O)N1c1ccc(F)cc1 (stereo not given)
100	0.1	-0.14	x	COc1ccc(-c2cc(N)n(CCC#N)n2)c(OC)c1
101	0.26	-0.97	x	COc1ccc(-c2nnc(SCC(=O)N3CCCCC3)o2)c(OC)c1
102	x	x	-70	Cc1cnnn1-c1ccc([N+](=O)[O-])cc1
103	0.28	0	x	CCCCOC(=O)c1nc(Cl)c(Cl)c(N)c1Cl

Reprinted: entries 102 to 103
nr	SDO1 yeast rescue	SDO1 yeast rescue Rescue 24 h	INS promoter inh	Molecule
102	x	x	-70	Cc1cnnn1-c1ccc([N+](=O)[O-])cc1
103	0.28	0	x	CCCCOC(=O)c1nc(Cl)c(Cl)c(N)c1Cl

Profiles as entered above.
COCCNC(=O)CSc1nc2nc(C)cc(C)n2n1 is entered as SDO1 yeast rescue = 0.4; SDO1 yeast rescue Rescue 24 h = 0.86; INS promoter inh = x
Nc1cc(C(=O)O)ccc1N1CCCCC1 is entered as SDO1 yeast rescue = 1; SDO1 yeast rescue Rescue 24 h = 1.4; INS promoter inh = -107

The list is partial (hit frequency here may not be typical).
